Screening data deposited in PubChem by National Center for Advancing Translational Sciences (NCATS).
IL-1B inflam inh = inflammasome signaling inhibition, IL-1 beta readout. THP-1 LPS/ATP IL-1B secretion, AlphaLISA, 16 h; active compounds read low. 360,000 tested, 4.7% active. AID 743279. activity change, % at 57.5 µM; in the data active means activity change below about -50%; inconclusive means mostly about -30% to -49%; further: on the % scale 0 is the no-effect control and ±100 the full control effect
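THP-1 cells pretreated 1 hr with compounds (up to 57.5 uM final), then stimulated with LPS (250 ng/mL final) plus ATP (1.25 mM final); secreted IL-1B measured by AlphaLISA after 16 hr, decreased signal indicating inhibition.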
SW480 rerep = DNA re-replication induction in SW480 cells. SW480 DNA re-replication, Hoechst DNA content imaging, 48 h. Potency, µM (series often up to 46.1 µM), for inactives: at the highest dose re-replication activation, usual class: activators. 340,000 tested, 1.8% active. AID 624297; further: potency means the concentration at half of the fitted maximal effect; % of control where 0% means no effect; nearly all actives have a fitted effect of over 55% in size
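Image-based read-out: total Hoechst fluorescence of nuclei (405 nm excitation, 500-530 nm emission), with hits raising the fraction of high-intensity nuclei. SW480 colon cells incubated 48 hr with compounds at 37 C.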
KB-3-1 tox = kills parental KB-3-1 adenocarcinoma cells. 400,000 tested, 1.4% active. KB-3-1 viability, CellTiter-Glo ATP luminescence, 72 h. Potency, µM (series often up to 46.1 µM), for inactives: top-dose activity change, negative = cytotoxic, actives largely listed as cytotoxic; further: potency means the concentration at half of the fitted maximal effect; on the % scale 0 is the no-effect control and ±100 the full control effect; nearly all actives have a fitted effect of over 60% in size
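Parental KB-3-1 viability, qHTS format: 72 h compound exposure, 37 °C; CellTiter-Glo; media-only wells and DMSO plates as controls; concentration-effect fits on corrected data.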
HT1080NT lethal = kills 2HG-producing HT-1080-NT fibrosarcoma cells | HT-1080-NT fibrosarcoma viability, CellTiter-Glo ATP luminescence, 48 h | 360,000 tested, 1.6% active | Potency, µM (doses to about 46.1 µM), for the others: top-dose activity, negative = less viability, most hits filed as cytotoxic;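 further: NT is the 2HG producing partner of a matched IDH1 knockdown line; potency means the concentration at half of the fitted maximal effect; 0% = DMSO-treated cells and -100% = media-only wells without cells; nearly all actives have a fitted effect of over 55% in size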
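A 48-hour cytotoxicity screen used HT-1080-NT cells plated 2 hours before compound delivery. ATP-based CellTiter-Glo luminescence measured viability, normalized to DMSO and no-cell controls.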
KB-V1 cytotox = kills drug-selected multidrug resistant KB-V1 cells | KB-V1 MDR cells viability, CellTiter-Glo, 72 h | Potency, µM (top dose mostly 46.1 µM), without a hit: top-dose activity change, negative = cytotoxicity, most hits filed as cytotoxic | 400,000 tested, 3.4% active | AID 1347076; further: potency means the concentration at half of the fitted maximal effect; on the % scale 0 is the no-effect control and ±100 the full control effect; nearly all actives have a fitted effect of over 60% in size
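Potencies derive from concentration-effect curves fitted to normalized luminescence (CellTiter-Glo) of KB-V1 cells treated for 72 h at 37 degrees C in phenol-red-free DMEM containing 10% FBS.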
HT1080 IDH1KD tx = HT-1080 IDH1 knockdown cell toxicity (counter line) | AID 686971 | HT-1080 IDH1 knockdown viability, ATP luminescence, 48 h | Potency, µM (highest dose often 46.1 µM), without a hit: at the top dose activity, negative = toxicity, actives largely listed as cytotoxic | 360,000 tested, 2% active;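 further: potency means the concentration at half of the fitted maximal effect; 0% = DMSO wells and -100% = cell-free medium wells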
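Using the IDH1-knockdown HT-1080 line run in the same batch and compound series as the NT line, viability after 48 h at 37 °C was determined by CellTiter-Glo luminescence and expressed as % activity.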
ATXN2 expr inh = ATXN2 expression inhibition. HEK-293 ATXN2-luciferase reporter, luminescence, 24 h. Potency, µM (highest dose often 57 µM), for the others: at the top dose activity change, negative = inhibition, hits mostly inhibitors. 360,000 tested, 0.72% active; further: potency means the concentration at half of the fitted maximal effect; on the % scale 0 is the no-effect control and ±100 the full control effect; nearly all actives have a fitted effect of over 55% in size
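qHTS (up to 57 uM final) was run with 24 h compound exposure of reporter cells at 37 °C. Each well was multiplexed: SteadyGlo luminescence measured ATXN2-luciferase expression after a fluorogenic Gly-Phe-AFC viability readout (25 uM final).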
MCF10A rerep = inducers of DNA re-replication in MCF 10A breast cells. MCF 10A DNA re-replication, Hoechst nuclear intensity, 48 h. Potency, µM (series often up to 46.1 µM), inactives show at the highest dose activity, positive = re-replication, usual class: activators. 350,000 tested, 2.9% active. AID 624296; further: potency means the concentration at half of the fitted maximal effect; % of control where 0% means no effect; nearly all actives have a fitted effect of over 50% in size
ATXN viability = cell viability loss in ATXN counter-screen. 400,000 tested, 0.49% active. Potency, µM (doses to about 56.7 µM), usual class: cytotoxic. S2 cells (HEK-293 line with an ATXN2-luciferase reporter) viability, CellTiter-Fluor protease fluorescence, 24 h; further: potency means the concentration at half of the fitted maximal effect; nearly all actives have a fitted effect of over 40% in size
* marks the source's active call; other numbers are inactive results; i = inactive; ? = inconclusive; . = no result given; [ ] = dose if it differs, or a comment. Unless noted, the call rests on the fitted dose curve; in most records, active means well fitted curve in the direction sought with a large enough effect; inconclusive means small, poorly fitted or top-dose-only effect, or another doubt; inactive means no such curve, though single readings can be large; an effect the other way counts as inactive or inconclusive. Outcome played no part in choosing rows. About 11% of those tested had a hit in this group.

SMILES	IL-1B inflam inh	SW480 rerep	KB-3-1 tox	HT1080NT lethal	KB-V1 cytotox	HT1080 IDH1KD tx	ATXN2 expr inh	MCF10A rerep	ATXN viability
COC(=O)c1cn(C(=O)c2cc(OC)cc(OC)c2)c2ccccc12	0	-7%	2%	0%	2%	-4%	-1%	2%	i
O=C(COc1ccccc1F)NNC(=O)c1cc(Br)ccc1Cl	1	7%	6%	-2%	0%	7%	6%	-8%	i
CC(=O)Nc1sc2c(c1C(c1ccc(F)cc1)N1CCOCC1)CCCC2 (stereo not drawn)	?	9%	-23%	-25%	-17%	-22%	-3%	?	i
CC1=[N+](CC(=O)NC(C)(C)C)CCc2ccccc21	21	-9%	36%	10%	-1%	2%	-1%	-4%	i
Cc1cccn2c(CNCCc3ccccn3)c(C(=O)N3CCOCC3)nc12	0	?	?	0%	-39%	9%	3%	-2%	i
Cn1c(=O)c2[nH]c(CSCc3ccccc3)nc2n(C)c1=O	0	-2%	-4%	11%	0%	15%	-24%	-1%	?
COc1ccc2nc(NC(=O)CCn3cccc3)sc2c1	-6	1%	-10%	-23%	18µM*	?	7%	2%	i
Nc1c(C(=O)Nc2nccs2)sc2nc(-c3cccs3)cc(C(F)(F)F)c12	39	?	-18%	?	-3%	?	-19%	?	i
Cc1ccccc1N/N=C/c1ccc(N2CCOCC2)cc1	0	-4%	-4%	-7%	-15%	-13%	10%	1%	i
Cc1cc(C)c(Cn2c(=O)n(CCC(=O)NCc3ccc4c(c3)OCO4)c(=O)c3ccccc32)c(C)c1	.	.	15%	.	?	.	7%	.	?
O=C(NC1(C(F)(F)F)NC(=O)N(c2ccc(F)c(Cl)c2)C1=O)c1ccncc1 (stereo not drawn)	-3	-10%	2%	-4%	16%	-25%	-4%	5%	i
CC1CN(S(=O)(=O)c2ccc(C(=O)NN3CCN(C)CC3)cc2)CC(C)O1 (stereo not drawn)	28	4%	-1%	17%	3%	11%	4%	-8%	i
COc1ccc([C@@H]2[C@@H]3C(=O)N(C(C)(C)C)C(=O)[C@@H]3[C@]3(Cc4ccccc4)C(=O)N(c4cccc(C)c4)C(=O)N23)cc1	-4	-2%	?	22%	-5%	-1%	1%	7%	i
CC(C)CNC(=O)COC(=O)c1c2c(nc3ccccc13)/C(=C/c1cccs1)CC2	4	3.7µM*	0%	-8%	?	?	35%	3.3µM*	.
Cc1ccc(C(=O)N(CC#N)CC#N)cc1C	20	7%	7%	4%	-3%	9%	2%	-5%	?
CSc1nnc(NC(=O)c2ccc3c(c2)OCO3)s1	-21	-2%	?	19%	4%	6%	?	0%	i
COc1ccc(C2=NOC(C(=O)NCCN3CCOCC3)C2)cc1 (stereo not drawn)	25	-17%	10%	9%	0%	6%	3%	3%	i
O=C(NN1C(=O)C2C(C1=O)C1C=CC2C12CC2)c1cccnc1 (stereo not drawn)	11	-3%	9%	12%	0%	15%	-4%	-2%	i
OCC1OC(Oc2c(Br)cc(Br)cc2Br)C(O)C(O)C1O (stereo not drawn)	13	-6%	12%	-9%	0%	-11%	-10%	11%	i
O=C(NCc1ccccn1)C(=O)C1C(=O)Nc2ccccc21 (stereo not drawn)	31	-10%	0%	-18%	?	-7%	-28%	-3%	.
O=C(NCCO)C(=O)NCC(c1cccs1)S(=O)(=O)c1ccc(F)cc1 (stereo not drawn)	-3	.	5%	-1%	26%	0%	.	.	?
CC(C)NC(=O)c1ccc(CS(=O)(=O)c2ccc(Br)cc2)o1	9	2%	-4%	6%	1%	9%	2%	1%	i
Cc1ccc(S(=O)(=O)/N=C/c2ccco2)cc1	19	-5%	6%	16%	25%	5%	1%	-4%	?
O=C(CSc1nnc2ccccn12)NNC(=O)c1ccc([N+](=O)[O-])cc1	7	-13%	14%	-3%	2%	5%	-11%	2%	i
Cc1ccc2cc(CCNC(=O)c3cccc([N+](=O)[O-])c3)c(=O)[nH]c2c1C	0	0%	-24%	18%	?	18%	?	-3%	i
CCCCS(=O)(=O)N1CCCC(C(=O)Oc2ccc(Cl)cc2)C1 (stereo not drawn)	9	?	-7%	10%	15%	12%	-12%	-2%	i
COc1cccc(C2=NOC(C(=O)NCc3ccccn3)C2)c1 (stereo not drawn)	-7	2%	-9%	3%[9.24 µM]	-5%	10%	9%	3%	i
CCOc1cc(/C=C(/C#N)c2nc3ccccc3[nH]2)ccc1Oc1ccc([N+](=O)[O-])cn1	?	?	-3%	-13%	1%	0%	?	?	?
Cn1c(SCC(=O)Nc2cccc(F)c2)nc2c([nH]c3ccccc32)c1=O	44	8%	-16%	1%	-17%	-3%	3%	?	i
Cc1ccc2nc(N(CCCN(C)C)C(=O)c3ccc(S(=O)(=O)N4CCOCC4)cc3)sc2c1	-13	-1%	-9%	-15%	-7%	-13%	-25%	-32%[inhibitor]	i

Rewritten with values under each structure: part of the list above.
Screens in order – IL-1B inflam inh | SW480 rerep | KB-3-1 tox | HT1080NT lethal | KB-V1 cytotox | HT1080 IDH1KD tx | ATXN2 expr inh | MCF10A rerep | ATXN viability
- Cc1ccc(S(=O)(=O)/N=C/c2ccco2)cc1
→ 19 | -5% | 6% | 16% | 25% | 5% | 1% | -4% | ?
- Cn1c(SCC(=O)Nc2cccc(F)c2)nc2c([nH]c3ccccc32)c1=O
→ 44 | 8% | -16% | 1% | -17% | -3% | 3% | ? | i

Continuation:
SMILES	IL-1B inflam inh	SW480 rerep	KB-3-1 tox	HT1080NT lethal	KB-V1 cytotox	HT1080 IDH1KD tx	ATXN2 expr inh	MCF10A rerep	ATXN viability
C/C(CC(=O)Nc1ccc(F)cc1)=N\NC(=O)c1ccccn1	26	-5%	0%	27%	-1%	7%	12%	1%	i
CC1=NOC(=O)/C1=C\c1ccccc1	12	1%	4%	12%	-1%	12%	-5%	-3%	i
CCOC(=O)c1nnsc1C(OC)Oc1ccccc1 (stereo not drawn)	-9	-2%	7%	-2%	14%	-9%	-9%	-1%	i
O=C(N/N=C/c1ccco1)c1cccc(S(=O)(=O)Nc2ccccc2Cl)c1	0	12%	11%	-9%	5%	4%	-3%	11%	i
CCOc1ccc(-n2c(SCc3nc(-c4cccs4)no3)nnc2-c2ccncc2)cc1	-20	0%	-12%	?	-5%	?	-15%	20%	i
CNC1(c2nnnn2-c2ccccc2C)CCOC(C)(C)C1 (stereo not drawn)	7	-5%	0%	3%	12%	13%	-4%	-1%	i
COc1ccc(Cl)cc1NC(=O)CN1C(=O)CC(C)S(=O)(=O)c2ccccc21 (stereo not drawn)	-3	11%	-5%	-8%	-25%	0%	6%	-42%[inhibitor]	i
Clc1cccc(CSc2nnc(-c3c[nH]c4ccccc34)o2)c1	12	-5%	-27%	?	?	?	13%	11µM*	i
CC1(NC(=O)CC(c2ccccc2)(c2ccccc2)c2ccccc2)CCN(CCCc2ccccc2)C1=O (stereo not drawn)	-13	-1%	0%	?	0%	?	-13%	?	?
CCCN(CCC)CCCNC(=O)c1cc2cc3ccc(OC)cc3nc2o1	-78*	27%	-13%	?	-13%	-14%	-18%	1%	i
COc1ccc(C(=O)Cn2c(C(C)=O)nc3ccccc32)cc1	13	3%	?	-10%	3.3µM*	?	?	13%	.
COc1cc(C(=O)N2CCN(C(=O)C3COc4ccccc4O3)CC2)cc(OC)c1OC (stereo not drawn)	0	1%	-1%	-3%	0%	-2%	-15%	0%	i
Cc1cc(OC(C)C(=O)N2CCN(c3ccc(F)cc3)CC2)c2c(C)c(C)c(=O)oc2c1 (stereo not drawn)	-7	-25%	-14%	-2%	?	-1%	-3%	12%	i
O=C(Cc1nnc(NC(=O)c2cccc([N+](=O)[O-])c2)s1)NCc1ccccc1	0	-9%	0%	-1%	0%	0%	3%	-2%	i
CNC(=O)c1c(NC(=O)c2cc(-c3cc(C)c(C)cc3O)n[nH]2)sc2c1CCCC2	17	-15%	14%	4%	27%	10%	9%	9%	i
CC(C)(C)c1ccc(/C=C/C(=O)NCCCN2CCOCC2)cc1	-1	3%	-5%	-17%	-5%	-5%	-26%	9%	i
CCCCN=C(NNc1ccc(Br)cc1)C(=O)OCC	26	-3%	10%	-13%	-5%	-9%	-9%	?	i
COC(=O)CCS(=O)(=O)c1ccc(Cl)c(Cl)c1	-4	-1%	5%	-1%	-7%	0%	-2%	-2%	i
Cc1cccc(Nc2ncnc3nc[nH]c23)c1C	0	-4%	5%	3%	-5%	3%	7%	5%	i
Cc1c(C(=O)N2C[C@@H](C)O[C@@H](C)C2)oc2c(F)cccc12	6	-9%	-3%	-5%	-5%	14%	.	-4%	i
O=C(Cc1cccs1)NCc1cccc(F)c1	8	-13%	14%	7%	?	1%	.	-2%	i
Cc1cccc(NC(=O)CCS(=O)(=O)c2ccc3c(c2)oc(=O)n3C)c1	0	-5%	-2%	1%	11%	-7%	-10%	14%	i
CCOC1=C2[C@H](c3cccc(Cl)c3)N(S(=O)(=O)c3ccc(C)cc3)C[C@H]2n2c(=O)n(-c3ccccc3)c(=O)n2C1	-19	.	0%	2%	-11%	13%	6%	.	i
CN1CCCN(CC(O)COCc2cccs2)CC1 (stereo not drawn)	14	-4%	-1%	17%	14%	13%	4%	18%	i
Cc1cc(=O)c2c(=O)[nH][nH]c2[nH]1	-2	.	13%	-1%	14%	6%	.	.	i
Cn1c(=O)c2c(nc(NCC3CCCO3)n2Cc2cccc(Br)c2)n(C)c1=O (stereo not drawn)	0	-6%	2%	-1%	?	-23%	-18%	4%	i
COc1cccc(C2CC(c3ccccc3)Nc3nc(N)nn32)c1 (stereo not drawn)	5	2%	-5%	3%	-7%	-1%	-5%	6%	i

IL-1B inflam inh: what is marked active above
SMILES | IL-1B inflam inh | SW480 rerep
CCCN(CCC)CCCNC(=O)c1cc2cc3ccc(OC)cc3nc2o1 | -78* | 27%
